From PubChem
Large T inhibition: TAg ATPase/helicase activity blockers – biochemical (AID 1903); 310,000 tested, 0.39% active; SV40 large T antigen ATPase/helicase inhibition assay; higher % means a stronger effect; inhibition, % at 20 µM; hits with a dose series show IC50 in µM; in the data active = a potency from the dose series; inconclusive = inhibition mostly from about 32% at the one dose, without a potency; inactive = the rest, 99 in 100 with inhibition below about 32%; also: strong numbers were not always called active
NS5 inhibitors: Dengue-2 NS5 methyltransferase inhibitors, primary screen, biochemical, confirmation dose response (AID 588689); Dengue-2 NS5 methyltransferase capping enzyme assay, biochemical; higher % means a stronger effect; one-dose inhibition, % at 25 µM; IC50 in µM for titrated hits; 340,000 tested, 0.3% active; in the data active = a potency from the dose series; inconclusive = inhibition above about 29% without an active follow-up result
MgcRacGAP inhibition: MgcRacGAP GTPase-activating activity inhibitors, confirmation, biochemical, ADP Hunter fluorescence; AID 624330; MgcRacGAP-stimulated Rac1 GTP hydrolysis, ADP Hunter fluorescence; higher % means a stronger effect; GST-tagged Rac1 F28L mutant substrate; 340,000 tested, 0.6% active; inhibition, % at 30 µM; hits with a dose series show IC50 in µM;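 active = first-screen hits whose inhibition reached a set limit at any dose in the follow-up dose series; inconclusive = inhibition above the set first-screen limit but never retested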;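 also: fluorescence reports GDP produced by GAP-driven GTP hydrolysis; strong numbers were not always called active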
RSV CPE inhibition: RSV antiviral activity via CPE protection, HEp-2 cells, primary 10 µM value included (AID 2391). HEp-2 cells, RSV-induced CPE inhibition; higher % means a stronger effect. one-dose CPE inhibition, % at 10 µM; IC50 in µM for titrated hits. 310,000 tested, 0.13% active; in the data active = a potency from the dose series; inconclusive = CPE inhibition mostly from about 23% at the one dose, without a potency; inactive = the rest, 99 in 100 with CPE inhibition below about 21%; also: strong numbers were not always called active
CSM14.1 death rescue: rescue of cells from ER stress-induced death, primary screen, 384-well, CSM14.1, thapsigargin, ATP luminescence (AID 1222); cellular ATP content (survival), % at 20 µM, or EC50 in µM where a hit was titrated; 190,000 tested, under 10 active; CSM14.1 thapsigargin-induced death rescue, ATP luminescence; higher % means a stronger effect;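 active = EC50 below 50 µM in the dose-response confirmation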;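 also: death triggered by thapsigargin at about 15 µM added after 2 h compound pretreatment; cell ATP read after overnight thapsigargin exposure of roughly 18 to 22 hours; normalized against plate controls of thapsigargin alone and 5% DMSO vehicle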
GPR35 antagonists: GPR35 antagonists blocking zaprinast-driven arrestin recruitment, primary screen, imaging, U2OS, beta-arrestin-GFP, zaprinast agonist (AID 2058); U2OS GPR35 beta-arrestin-GFP translocation imaging, zaprinast antagonism; higher % means a stronger effect; one-dose inhibition, % at 10 µM; IC50 in µM for titrated hits; 290,000 tested, 0.052% active;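 active = inhibition of at least 50% with at least 30 cells and total cytoplasm GFP at most 10,000,000; inconclusive = under 30 cells or total GFP of 10,000,000 plus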
West Nile antiviral: inhibition of WNV-induced cytopathic effect – cell-based, CPE readout (AID 1621) | West Nile virus-infected cells, CPE inhibition; higher % means a stronger effect | CPE inhibition, % at 10 µM; hits with a dose series show IC50 in µM | 290,000 tested, 0.02% active; in the data active = a potency from the dose series; inconclusive = CPE inhibition mostly from about 3.7% at the one dose, without a potency; inactive = the rest, 99 in 100 with CPE inhibition below about 2.2%; also: strong numbers were not always called active
LYP inhibition: inhibitors of LYP phosphatase, biochemical, fluorescence intensity, uHTS (AID 1779); inhibition, % at 11.5 µM, or IC50 in µM where a hit was titrated; recombinant LYP phosphatase, fluorescence intensity; higher % means a stronger effect; 290,000 tested, 0.054% active; in the data active = inhibition above about 50%;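 also: plate controls were vehicle with enzyme for no effect and no enzyme for full effect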
Salmonella PhoP GFP: inhibitors of PhoP regulon expression, primary screen, Salmonella Typhimurium, GFP reporter (AID 1863). S. Typhimurium PhoP-regulated promoter GFP reporter, 4 h; higher % means a stronger effect. one-dose inhibition, % at 50 µM; IC50 in µM for titrated hits. 300,000 tested, 0.16% active;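 active = inhibition over 29.93%, a cutoff 3 SD above the screen mean, later confirmed by dose response; inconclusive = inhibition over 29.93% but no dose response follow-up; inactive = inhibition at most 29.93% or unconfirmed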;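 also: 0% = low Mg2+ inducing control and 100% = high Mg2+ repressing control; strong numbers were not always called active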
NS5 inhibitors pilot replicate: also measured in NS5 inhibitors; calls as there; inhibition, %; measured here: pilot screen replicate inhibition
Starred values were filed as active, the others as inactive. This is a random part of the collection. About 1.5% of those tested had a hit in this group.

What do the screens show for `Cc1ccc(-c2nnn(CC(=O)N(CCN3CCOCC3)C(C(=O)NC(C)(C)C)c3ccco3)n2)cc1` (centres undefined)?
Large T inhibition: 7%; NS5 inhibitors: -9%; MgcRacGAP inhibition: 2%; RSV CPE inhibition: -0.6%; CSM14.1 death rescue: 2.3%; GPR35 antagonists: -4%; West Nile antiviral: -0.7%; LYP inhibition: 6%; Salmonella PhoP GFP: 3%

How did COC(=O)c1sc(N2C(=O)C(O)=C(C(=O)c3ccc(C)o3)C2c2ccc([N+](=O)[O-])cc2)nc1C (centres undefined) do in these assays?
Large T inhibition: 30%; NS5 inhibitors: 38µM*; MgcRacGAP inhibition: 13%; RSV CPE inhibition: 5.9%; GPR35 antagonists: -3%; West Nile antiviral: 0.1%; LYP inhibition: 8%; Salmonella PhoP GFP: -2%

Results for c1ccc(-c2nc(-c3ccco3)n3ccccc23)cc1 ?
Large T inhibition: 29%; MgcRacGAP inhibition: 8%; RSV CPE inhibition: 4.2%; CSM14.1 death rescue: -3.0%; GPR35 antagonists: 2%; West Nile antiviral: -0.7%; LYP inhibition: -9%; Salmonella PhoP GFP: -2%

How did CC(C)Cn1c(O)c(/C=C2\C=NN=C2c2ccccc2)sc1=S do in these assays?
Large T inhibition: 13%; NS5 inhibitors: 6%; MgcRacGAP inhibition: 8%; RSV CPE inhibition: 12%; CSM14.1 death rescue: -2.7%; GPR35 antagonists: 15%; West Nile antiviral: inconclusive; LYP inhibition: 7%; Salmonella PhoP GFP: 0%

How did COc1ccc(C(=O)Nc2ccc3oc(-c4cccc(F)c4)nc3c2)cc1OC do in these assays?
Large T inhibition: 11%; NS5 inhibitors: 1%; MgcRacGAP inhibition: 16%; RSV CPE inhibition: 3.5%; CSM14.1 death rescue: 0.4%; GPR35 antagonists: 5%; LYP inhibition: -7%; Salmonella PhoP GFP: -2%

Results for O=C(Nc1ccc(C(F)(F)F)cc1)c1cnc(N2CCN(c3ccccn3)CC2)c2ccccc12 ?
Large T inhibition: 8%; RSV CPE inhibition: 3.4%; CSM14.1 death rescue: -1.2%; GPR35 antagonists: -19%; West Nile antiviral: -0.8%; LYP inhibition: -4%; Salmonella PhoP GFP: -10%

How did Cc1cc([N+](=O)[O-])nn1CC(=O)N1N=C(C(F)F)CC1(O)C(F)F (centres undefined) do in these assays?
Large T inhibition: 3%; NS5 inhibitors: 0%; MgcRacGAP inhibition: 8%; RSV CPE inhibition: 1.5%; CSM14.1 death rescue: 0.2%; GPR35 antagonists: -20%; West Nile antiviral: 1.3%; LYP inhibition: -2%; Salmonella PhoP GFP: 8%

What do the screens show for `O=C(NN1CCOCC1)c1cc(-c2ccccc2)nc2ccccc12`?
Large T inhibition: 1%; NS5 inhibitors: -1%; MgcRacGAP inhibition: 6%; RSV CPE inhibition: 0.1%; CSM14.1 death rescue: -0.7%; GPR35 antagonists: 4%; West Nile antiviral: 0.0%; LYP inhibition: -3%; Salmonella PhoP GFP: 5%

How did COc1ccc(C(=O)N(CN2CCCC2=O)c2nccs2)cc1OC do in these assays?
Large T inhibition: 0%; NS5 inhibitors: -7%; MgcRacGAP inhibition: 6%; RSV CPE inhibition: 1.5%; CSM14.1 death rescue: -1.7%; GPR35 antagonists: -2%; West Nile antiviral: 1.5%; LYP inhibition: -8%; Salmonella PhoP GFP: 18%; NS5 inhibitors pilot replicate: -3.7

What do the screens show for `COc1cccc(NC(=O)CSc2nnc(Cc3ccc(OC)c(OC)c3)o2)c1`?
Large T inhibition: 10%; NS5 inhibitors: -4%; MgcRacGAP inhibition: 9%; RSV CPE inhibition: 1.8%; GPR35 antagonists: -2%; West Nile antiviral: -0.4%; LYP inhibition: -8%; Salmonella PhoP GFP: -8%

Results for O=C(CCN1C(=O)/C(=C/c2ccc(F)cc2)SC1=S)NNC(=O)c1ccncc1 ?
Large T inhibition: -6%; NS5 inhibitors: -6%; MgcRacGAP inhibition: 5%; RSV CPE inhibition: 3.7%; CSM14.1 death rescue: -1.4%; GPR35 antagonists: -13%; West Nile antiviral: -0.2%; LYP inhibition: -4%; Salmonella PhoP GFP: 0%

What do the screens show for `COc1ccccc1NC(=O)N1CCN(c2ccccn2)CC1`?
Large T inhibition: 11%; NS5 inhibitors: -1%; MgcRacGAP inhibition: 4%; RSV CPE inhibition: 3.2%; CSM14.1 death rescue: 0.4%; GPR35 antagonists: 8%; West Nile antiviral: 0.1%; LYP inhibition: -5%; Salmonella PhoP GFP: 7%

What do the screens show for `Cc1ccc(Nc2c(-c3ccccn3)nc3cccc(C)n23)cc1`?
Large T inhibition: 26%; NS5 inhibitors: 1%; MgcRacGAP inhibition: 18%; RSV CPE inhibition: 7.7%; CSM14.1 death rescue: -0.4%; GPR35 antagonists: -5%; West Nile antiviral: inconclusive; LYP inhibition: -1%; Salmonella PhoP GFP: 1%

How did CCc1ccc(NC(=O)c2ccc(S(=O)(=O)NCc3cccnc3)cc2)cc1 do in these assays?
Large T inhibition: 7%; NS5 inhibitors: -3%; MgcRacGAP inhibition: 3%; RSV CPE inhibition: 9.2%; GPR35 antagonists: -10%; West Nile antiviral: -0.3%; LYP inhibition: -4%; Salmonella PhoP GFP: -2%

Results for Cc1cc(C)cc(NC(=O)C(Nc2ccccc2)c2ccccc2)c1 (centres undefined) ?
Large T inhibition: 1%; NS5 inhibitors: -11%; MgcRacGAP inhibition: 9%; RSV CPE inhibition: 10.0%; CSM14.1 death rescue: 1.6%; GPR35 antagonists: 14%; West Nile antiviral: -1.1%; LYP inhibition: 2%; Salmonella PhoP GFP: 7%

What do the screens show for `O=C(CCc1nnc(COc2ccccc2)o1)NCc1ccccc1`?
Large T inhibition: 2%; NS5 inhibitors: -7%; MgcRacGAP inhibition: 4%; RSV CPE inhibition: 0.6%; CSM14.1 death rescue: -1.0%; GPR35 antagonists: 18%; West Nile antiviral: 0.1%; LYP inhibition: -9%; Salmonella PhoP GFP: -2%

What do the screens show for `CCc1nn(CC(=O)NCCCN2CCCC2=O)c(=O)c2cc3sccc3n12`?
Large T inhibition: -4%; NS5 inhibitors: -1%; MgcRacGAP inhibition: 5%; RSV CPE inhibition: 0.9%; CSM14.1 death rescue: -1.3%; GPR35 antagonists: 4%; West Nile antiviral: 0.1%; LYP inhibition: 2%; Salmonella PhoP GFP: 5%

Results for CCNC(=O)CSc1nnc(-c2ccc(OC)cc2)n1CC(C)C ?
Large T inhibition: 0%; NS5 inhibitors: -3%; MgcRacGAP inhibition: 6%; RSV CPE inhibition: -0.5%; CSM14.1 death rescue: 4.4%; GPR35 antagonists: 10%; West Nile antiviral: 0.2%; LYP inhibition: -13%; Salmonella PhoP GFP: -10%; NS5 inhibitors pilot replicate: 7.6

Results for COc1ccc2nc(Cl)c(C3CC(c4ccco4)=NN3C(=O)CCC(=O)O)cc2c1 (centres undefined) ?
Large T inhibition: 7%; NS5 inhibitors: 4%; MgcRacGAP inhibition: 6%; RSV CPE inhibition: 1.5%; CSM14.1 death rescue: -1.7%; GPR35 antagonists: -4%; West Nile antiviral: -0.1%; LYP inhibition: -6%; Salmonella PhoP GFP: 4%

How did Cc1ccc(NC(=O)OCCN2CCN(Cc3ccccc3)CCC2=O)cc1C do in these assays?
Large T inhibition: 4%; NS5 inhibitors: -8%; MgcRacGAP inhibition: 3%; RSV CPE inhibition: -2.2%; CSM14.1 death rescue: -1.9%; GPR35 antagonists: -2%; West Nile antiviral: -1.0%; LYP inhibition: -5%; Salmonella PhoP GFP: 7%

What do the screens show for `COc1ccc(NC(=O)c2cc(-c3ccc(C)o3)nc3ccccc23)cc1`?
Large T inhibition: 16%; NS5 inhibitors: -7%; MgcRacGAP inhibition: 9%; RSV CPE inhibition: 1.5%

How did Cc1cccc(NC(=S)NNc2ncc(C(F)(F)F)cc2Cl)c1 do in these assays?
Large T inhibition: 18%; NS5 inhibitors: -2%; MgcRacGAP inhibition: 3%; RSV CPE inhibition: 5.0%; CSM14.1 death rescue: -3.5%; GPR35 antagonists: 2%; West Nile antiviral: -1.1%; LYP inhibition: 3%; Salmonella PhoP GFP: -5%

Results for Cc1cc(C)cc(OCC(=O)N2CCc3ccccc3C2)c1 ?
Large T inhibition: 4%; NS5 inhibitors: -2%; MgcRacGAP inhibition: 9%; RSV CPE inhibition: 3.2%; GPR35 antagonists: 14%; West Nile antiviral: -0.6%; LYP inhibition: -3%; Salmonella PhoP GFP: 2%; NS5 inhibitors pilot replicate: 2.7

Results for Cc1cc(C(=O)NNC(=S)NC(C)c2ccccc2)c2ccccc2n1 (centres undefined) ?
Large T inhibition: 19%; NS5 inhibitors: -3%; MgcRacGAP inhibition: 13%; RSV CPE inhibition: -0.5%; CSM14.1 death rescue: 0.8%; GPR35 antagonists: 1%; West Nile antiviral: -0.4%; LYP inhibition: -3%; Salmonella PhoP GFP: 7%

What do the screens show for `Nc1nnc(CCS(=O)(=O)c2cc(Cl)ccc2Cl)s1`?
Large T inhibition: -2%; NS5 inhibitors: -4%; MgcRacGAP inhibition: 8%; RSV CPE inhibition: 0.5%; CSM14.1 death rescue: -3.1%; GPR35 antagonists: -5%; West Nile antiviral: 0.3%; LYP inhibition: -4%; Salmonella PhoP GFP: 4%

Of the compounds above, these have two or more sulfur atoms.
How did CC(C)Cn1c(O)c(/C=C2\C=NN=C2c2ccccc2)sc1=S do in these assays?
Large T inhibition: 13%; NS5 inhibitors: 6%; MgcRacGAP inhibition: 8%; RSV CPE inhibition: 12%; CSM14.1 death rescue: -2.7%; GPR35 antagonists: 15%; West Nile antiviral: inconclusive; LYP inhibition: 7%; Salmonella PhoP GFP: 0%

Results for O=C(CCN1C(=O)/C(=C/c2ccc(F)cc2)SC1=S)NNC(=O)c1ccncc1 ?
Large T inhibition: -6%; NS5 inhibitors: -6%; MgcRacGAP inhibition: 5%; RSV CPE inhibition: 3.7%; CSM14.1 death rescue: -1.4%; GPR35 antagonists: -13%; West Nile antiviral: -0.2%; LYP inhibition: -4%; Salmonella PhoP GFP: 0%

What do the screens show for `Nc1nnc(CCS(=O)(=O)c2cc(Cl)ccc2Cl)s1`?
Large T inhibition: -2%; NS5 inhibitors: -4%; MgcRacGAP inhibition: 8%; RSV CPE inhibition: 0.5%; CSM14.1 death rescue: -3.1%; GPR35 antagonists: -5%; West Nile antiviral: 0.3%; LYP inhibition: -4%; Salmonella PhoP GFP: 4%
